# S1P4 antag: antagonists of human S1P4 receptor; O95977; inhibition, % at 4.98 µM; S1P4-expressing cells, antagonist mode, reporter read-out; actives 0.26% (n = 220,000); in the data active means inhibition above about 29%;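 further: 0% = wells stimulated with agonist and 100% = vehicle wells without agonist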
# Target sequence (O95977 whole entry, looked up): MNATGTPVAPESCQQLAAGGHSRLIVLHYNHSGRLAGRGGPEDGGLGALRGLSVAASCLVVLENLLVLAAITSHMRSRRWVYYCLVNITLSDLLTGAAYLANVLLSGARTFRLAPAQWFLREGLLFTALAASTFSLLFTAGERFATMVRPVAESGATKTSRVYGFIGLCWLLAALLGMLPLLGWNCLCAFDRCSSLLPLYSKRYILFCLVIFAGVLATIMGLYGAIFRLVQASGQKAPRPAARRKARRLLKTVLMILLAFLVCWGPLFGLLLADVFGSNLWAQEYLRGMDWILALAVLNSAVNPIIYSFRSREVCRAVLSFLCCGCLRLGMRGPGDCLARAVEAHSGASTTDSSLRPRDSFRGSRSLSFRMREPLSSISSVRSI
# PERK inh: human PERK inhibition, primary cell-based screen; Q9NZJ5; actives 0.17% (n = 220,000); inhibition, % at 5.6 µM; CHO PERK-DD fusion, SEAP luminescence translation reporter;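 active means inhibition above the mean inhibition of all tested compounds plus 3 SD, set separately per screening campaign, cut at about 2.9% in these data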;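 further: PERK kinase domain activated by AP20187 dimerizer at 100 nM; 0% = DMSO with dimerizer and 100% = rapamycin at 8.4 µM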
# m-calpain inh: blocks pig calpain II enzyme activity. purified calpain II, fluorogenic peptide substrate, 30 min. AID 1236. actives 0.37% (n = 220,000). inhibition, % at 16 µM;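 active means inhibition above about 50%, limit read from the data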
# S1P4 ag: agonists of human S1P4 receptor | S1P4-expressing cell line, agonist reporter assay | AID 1509 | activation, % at 4.98 µM | actives 0.35% (n = 220,000); in the data active means activation above about 11%;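 further: 0% = DMSO vehicle and 100% = reference agonist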
# Ba/F3 V617F tox: reduce viability of Ba/F3 cells dependent on JAK2V617F; inhibition, % at 5.6 µM; actives 1.1% (n = 220,000); Ba/F3 EpoR-JAK2V617F viability, ATP luminescence;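 active means inhibition above the campaign mean plus 3 SD over all tested compounds, cut at about 24% in these data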;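 further: cytokine-independent growth of Ba/F3 cells driven by EpoR plus mutant JAK2; 0% = DMSO-treated cells and 100% = JAK inhibitor I control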
# TRPN1 ag: agonists of zebrafish TRPN1 channel; AID 1424; actives 0.18% (n = 220,000); activation, % at 3 µM; HEK293 zebrafish TRPN1-YFP, Fluo-8 calcium fluorescence; 100% = response to 87 µM carbachol;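 active means activation above its plate's cutoff, the mean activation of test wells on that plate plus 3 SD, cut at about 19% in these data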;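 further: 0% = DMSO alone and 100% = 87 µM carbachol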
#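 Material: zebrafish TRPN1-YFP in HEK293 cells. Doses: one dose of 3 µM, 0.3% DMSO. Incubation: dye 1 h 37 °C plus 30 min RT. Measured by: intracellular calcium fluorescence with Fluo-8.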
# BaF3 parental: counter-screen for JAK2V617F inhibitors: parental Ba/F3 viability inhibitors; CellTiter-Glo ATP luminescence; inhibition, % at 5.6 µM; actives 1.1% (n = 220,000);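 active means inhibition above a per-campaign cutoff, the mean inhibition of all tested compounds plus 3 SD, cut at about 27% in these data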;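 further: 0% = DMSO wells and 100% = JAK Inhibitor I control wells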
# TRPML3 agonist: activates the human TRPML3 channel | AID 1448 | Q8TDD5 | HEK293 TRPML3-YFP, Fluo-8 calcium fluorescence; 100% = the carbachol control signal | activation, % at 3 µM | actives 0.29% (n = 220,000);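 active means activation above its plate's cutoff, the mean activation of the plate's test wells plus 3 SD, cut at about 12% in these data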;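 further: 0% = DMSO only wells and 100% = carbachol wells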
#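 Test system – HEK293 line with stable expression of human TRPML3-YFP channel · Control set – carbachol 87 µM final as high control (100%), DMSO as low control (0%) · Signal – Fluo-8 calcium dye fluorescence, ex 470-495, em 515-575 nm · Incubation – 1-h 37 °C dye load, 5-s basal, 120-s post-compound reads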
# EP2 mod: modulates human prostaglandin E2 receptor EP2 signaling; induction, % at 25 µM; EP2-expressing cells, cAMP HTRF FRET, PGE2 co-stimulation; actives 0.83% (n = 260,000); AID 940; P43116;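 active means compounds whose cAMP rise, as percent of the full-agonist control response, exceeds 60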;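 further: rat C6 glioma line stably carrying human EP2 under a CMV promoter; the protocol text gives 20 µM as final concentration; 100% = response of wells given 1 µM PGE2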
# Target sequence (P43116 whole entry, looked up): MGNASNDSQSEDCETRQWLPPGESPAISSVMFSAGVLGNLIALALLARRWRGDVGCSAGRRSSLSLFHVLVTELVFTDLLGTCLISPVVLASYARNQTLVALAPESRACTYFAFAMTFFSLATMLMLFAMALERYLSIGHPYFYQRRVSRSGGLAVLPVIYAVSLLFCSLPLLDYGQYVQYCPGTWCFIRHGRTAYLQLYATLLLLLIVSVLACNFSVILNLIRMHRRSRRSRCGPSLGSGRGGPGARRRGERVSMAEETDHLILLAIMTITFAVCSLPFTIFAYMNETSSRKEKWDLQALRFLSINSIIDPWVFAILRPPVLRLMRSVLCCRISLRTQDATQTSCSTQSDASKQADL
# * = called active by the depositor.
item	SMILES	S1P4 antag	PERK inh	m-calpain inh	S1P4 ag	Ba/F3 V617F tox	TRPN1 ag	BaF3 parental	TRPML3 agonist	EP2 mod
1	CS(=O)(=O)N(CC(=O)Nc1cc(Cl)ccc1Cl)c1ccccc1	-11	-1.5	-1	0.2	-6	-0.4	1	0.8	-15
2	Cc1sc(NC(=O)c2oc3ccccc3c2C)c(C#N)c1C	-8	0.2	-139	0.8	-1	0.4	1	0.7	6
3	Fc1cccc(-n2c(-c3ccco3)nc3nc4ccccc4nc32)c1	-2	0.1	-112	1.1	1	0.3	4	0.1	28
4	Cc1ccccc1OCC(=O)Nn1c(COc2ccccc2)nc2ccccc2c1=O	4	0.4	-9	0.6	2	1.7	9	0.7	16
5	COc1ccc(CCN2C(=O)c3ccncc3C2=O)cc1OC	8	-0.4	15	1.4	0	0.5	-1	0.9	18
6	Cc1sc2nc(-c3ccccc3)oc(=O)c2c1C	19	1.0	-35	-1.3	3	0.7	6	0.2	38
7	CCCOC(=O)c1ccc(NC(=O)c2cc(OC)c(OC)c(OC)c2Br)cc1	-5	-0.3	-3	0.2	0	-0.3	0	-0.4	3
8	COc1ccc(NC(=O)CSc2nncs2)cc1S(N)(=O)=O	-21	1.9	-14	-0.5	1	0.9	-3	0.2	-8
9	O=C(COC(=O)[C@@H]1CC(O)CN1S(=O)(=O)c1ccccc1[N+](=O)[O-])Nc1ccc2ccccc2c1 (some centres not stated)	-6	0.7	-2	0.4	3	5.4	10	0.7	-70
10	O=C(Nc1ccc(O)cc1)/C(=C/c1ccco1)NC(=O)c1ccccc1	-12	-0.2	-12	-1.2	-5	2.1	-1	0.5	24
11	O=C(NCc1cn2ccsc2n1)c1cccc(C(F)(F)F)c1	10	0.8	-28	-1.6	0	1.4	3	0.2	2
12	CCS(=O)(=O)Nc1ccc(-c2nc3cccnc3s2)cc1	17	0.2	-384	2.4	-1	0.9	-2	1.1	-26
13	O=C(CNC(=O)c1ccc2c(c1)OCCO2)N/N=C/c1ccc(O)cc1O	-6	1.2	-76	0.7	-1	-0.1	5	0.8	-6
14	CC1c2nc3ccccc3n2C(CC(=O)NCc2ccccn2)C(=O)N1Cc1ccccc1 (configuration not stated)	-6	0.3	-2	-2.4	-1	0.7	5	1.0	6
15	O=c1c2[nH]c3cccc(Cl)c3c2ncn1CC1CCCO1 (configuration not stated)	18	-0.3	-25	0.2	3	1.9	-2	0.2	-9

# Shown with values under each structure: three of the compounds above
# Values in the order: S1P4 antag	PERK inh	m-calpain inh	S1P4 ag	Ba/F3 V617F tox	TRPN1 ag	BaF3 parental	TRPML3 agonist	EP2 mod
[11] O=C(NCc1cn2ccsc2n1)c1cccc(C(F)(F)F)c1
    10	0.8	-28	-1.6	0	1.4	3	0.2	2
[4] Cc1ccccc1OCC(=O)Nn1c(COc2ccccc2)nc2ccccc2c1=O
    4	0.4	-9	0.6	2	1.7	9	0.7	16
[12] CCS(=O)(=O)Nc1ccc(-c2nc3cccnc3s2)cc1
    17	0.2	-384	2.4	-1	0.9	-2	1.1	-26

# The listing continues:
item	SMILES	S1P4 antag	PERK inh	m-calpain inh	S1P4 ag	Ba/F3 V617F tox	TRPN1 ag	BaF3 parental	TRPML3 agonist	EP2 mod
16	CC1CC(C)CN(C/C=C/c2ccccc2[N+](=O)[O-])C1 (configuration not stated)	-11	1.5	-2	4.7	-2	0.0	9	0.1	0
17	COc1ccc(-c2nnc(SCC(=O)/C(C#N)=C(\C)N)o2)cc1	9	1.4	-83	1.3	1	1.4	0	0.9	-11
18	COC(=O)c1ccc(NC(=O)C(C)Oc2ccccc2)cc1 (configuration not stated)	9	0.6	-13	1.2	26*	0.8	4	0.2	0
19	CCn1c(O)c(N=NC2=NC(=O)CS2)c2ccccc21	-11	1.1	12	-2.1	-1	-0.2	7	0.0	-3
20	NC(=S)n1[nH]c(-c2ccc([N+](=O)[O-])cc2)c(N=Nc2ccc(O)cc2)c1=O	1	0.9	-42	-0.2	0	1.6	6	0.6	1
21	O=C(NC1=NCCS1)c1cc(-c2ccc(-c3ccccc3)cc2)nc2ccccc12	-5	0.7	-186	-0.7	-6	0.8	4	0.6	-20
22	Cc1cc(C)nc(Sc2c(F)c(F)c(C(F)(F)F)c(F)c2F)n1	0	0.0	-8	0.3	-1	0.3	0	1.0	34
23	Cc1ccccc1NC(=O)Nc1ccccc1N1CCCCC1	-2	1.0	19	0.8	-4	-2.7	-1	-1.0	57
24	Cc1ccc(CNC(=O)CCCn2c(=O)[nH]c3ccccc3c2=O)cc1	-8	-0.4	-16	1.5	-1	0.5	1	-0.2	13
25	O=c1c2ccccc2[nH]c(=S)n1C1CCCCC1	-2	0.6	14	2.2	-1	2.2	4	0.4	-9
26	CCCOc1ccc(-c2nc(-c3ccc([N+](=O)[O-])cc3)cs2)cc1	-9	0.2	-11	0.5	-3	0.8	-3	0.4	19
27	O=C(Cc1ccc(F)cc1)N1CCN=C1SCc1cccc([N+](=O)[O-])c1	-6	1.0	9	0.1	0	-0.2	-1	0.7	9
28	COc1ccc(CC(NC(C)=O)C(=O)N2CCN(C(=O)Nc3cccc(Cl)c3)CC2)cc1OC (configuration not stated)	-9	-0.7	-12	1.4	-1	-0.1	0	0.8	14
29	Cc1ccc(/C=N/n2nnnc2N)o1	4	1.3	-13	-0.6	-4	-0.1	2	0.9	2
30	Cc1cc(C)c[n+](-c2nc3ccccc3nc2[N-]S(=O)(=O)c2ccc(Cl)cc2)c1	-14	0.8	-16	3.0	-1	-1.0	0	0.1	4

# Whole records, looked up by structure. Order of values: S1P4 antag | PERK inh | m-calpain inh | S1P4 ag | Ba/F3 V617F tox | TRPN1 ag | BaF3 parental | TRPML3 agonist | EP2 mod
# CCS(=O)(=O)Nc1ccc(-c2nc3cccnc3s2)cc1 across the screens: 17 | 0.2 | -384 | 2.4 | -1 | 0.9 | -2 | 1.1 | -26
# CCn1c(O)c(N=NC2=NC(=O)CS2)c2ccccc21 across the screens: -11 | 1.1 | 12 | -2.1 | -1 | -0.2 | 7 | 0.0 | -3
# Cc1cc(C)c[n+](-c2nc3ccccc3nc2[N-]S(=O)(=O)c2ccc(Cl)cc2)c1 across the screens: -14 | 0.8 | -16 | 3.0 | -1 | -1.0 | 0 | 0.1 | 4
# Cc1ccccc1OCC(=O)Nn1c(COc2ccccc2)nc2ccccc2c1=O across the screens: 4 | 0.4 | -9 | 0.6 | 2 | 1.7 | 9 | 0.7 | 16

# Continuation.
item	SMILES	S1P4 antag	PERK inh	m-calpain inh	S1P4 ag	Ba/F3 V617F tox	TRPN1 ag	BaF3 parental	TRPML3 agonist	EP2 mod
31	Cc1cc(NC(=O)CSc2ccc3nnc(CCNC(=O)c4ccccc4)n3n2)no1	7	0.0	-37	0.5	0	0.0	6	0.4	12
32	CC(=O)Oc1ccc(C(=O)Nc2cccc(C(=O)c3cccc(NC(=O)c4ccc(OC(C)=O)cc4)c3)c2)cc1	2	1.3	-17	0.8	2	0.7	7	0.0	-19
33	Cc1cc2nc(SCCOC(=O)Nc3cccc(Cl)c3)nc(C)c2cc1C	-17	0.2	4	0.5	4	1.1	4	-0.4	-5
34	CCOC(=O)c1c2n(c3ccc(O)cc13)CCCCC2	-4	0.4	23	0.6	-3	-1.8	2	-0.7	-13
35	O/N=C1\CCCc2oc3c(c21)CCCC3	-37	0.2	27	2.0	-4	-1.9	2	-0.4	24
36	Cc1ccc(NC(=O)COc2ccc(S(=O)(=O)N3CCOCC3)cc2)cc1	-2	2.2	12	1.6	-4	0.7	-1	-0.1	15
37	CSc1nc(-c2ccco2)cc(C(F)(F)F)c1C#N	-4	0.8	3	0.1	-3	-0.8	-1	0.8	15
38	O=C(Nc1cccc(-c2cnc3ccccc3n2)c1)c1ccco1	-12	-1.1	-9	0.6	-2	0.1	4	0.2	-34
39	COc1ccc(C)cc1NC(=O)COC(=O)C1CC1	4	0.6	5	0.5	2	1.6	3	-0.7	-5
40	COCCn1c(SCC(=O)Nc2nnc(C)s2)nnc1-c1ccncc1	0	0.8	0	-0.2	0	2.3	9	-0.8	25
41	O=C(Nc1ccc(N2CCOCC2)cc1)C1CCCN(S(=O)(=O)c2cccc(C(F)(F)F)c2)C1 (configuration not stated)	5	1.5	6	-1.4	5	0.4	8	0.7	0
42	Cc1onc(-c2c(F)cccc2Cl)c1C(=O)N1C=CC(C(F)(F)Cl)=NCC1	-14	-0.1	7	-0.1	0	1.3	2	1.1	27
43	COc1cccc(-c2cc(C(F)(F)F)c3c(N)c(C#N)sc3n2)c1	-6	1.0	-60	2.1	-2	-1.3	4	-0.6	3
44	O=C(Cn1nnc(-c2ccc3c(c2)OCO3)n1)NCc1ccccc1	7	0.7	-37	1.1	-1	1.4	2	0.8	-37
